NadD inh = blocks S. aureus nicotinate mononucleotide adenylyltransferase | purified NadD enzyme, colorimetric absorbance read-out | inhibition, % at 20 µM | 0.78% of 360,000 active | AID 602399; in the data active = inhibition above about 26%; note: some compounds past the cut are filed as inactive
Scp1 inh = Scp-1 (human) phosphatase inhibition. Q9GZU7. Recombinant Scp1, phosphopeptide, malachite green phosphate absorbance. inhibition, % at 20 µM. 0.88% of 340,000 active;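 active = inhibition above about 50% at 20 µM, limit read from the data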;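 note: plate controls were DMSO wells with enzyme for no effect and wells lacking enzyme for full effect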
Target sequence (Q9GZU7 76-261 limits assumed): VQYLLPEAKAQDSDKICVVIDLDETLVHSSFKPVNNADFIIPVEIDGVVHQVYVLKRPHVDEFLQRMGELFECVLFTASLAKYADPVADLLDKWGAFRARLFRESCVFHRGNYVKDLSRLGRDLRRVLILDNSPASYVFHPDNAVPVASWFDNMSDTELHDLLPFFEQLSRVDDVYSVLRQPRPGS
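Material – SCP-1 phosphatase catalytic domain, residues 76-261 · Buffer or medium – Acidic Tris acetate buffer with magnesium and detergent · Also added – Phospho 17-mer peptide substrate · Compound – single 20 µM dose, 1% DMSO · Times – 45 min room-temperature reaction, 5 min colour, 30 min stabiliser · Technique – Phosphate-binding colour reagent, absorbance read at 630 nm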
SUMO1 PPI mod = SUMO1-SIM interaction modulation | 0.33% of 360,000 active | AID 602429 | SUMO1 binding to a labelled peptide, TR-FRET, 1 h | P63165 | inhibition, % at 20 µM; in the data active = inhibition above about 37%
LMPTP block = LMPTP (human) inhibition | P24666 | inhibition, % at 20 µM | recombinant LMPTP-A, OMFP fluorogenic substrate, fluorescence intensity | 0.22% of 360,000 active;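 active = compounds that cut the enzyme signal by at least half of the control window in the single-dose screen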;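 note: plate controls were DMSO wells with enzyme plus substrate for no effect and substrate without enzyme for full effect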
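Assay system: LMPTP-A enzyme. Input: 0.625 nM LMPTP-A final. Probe or stimulus: 400 µM OMFP. Compound dosing: single 20 µM dose. Schedule: 50 min dark incubation at room temperature. Detection: fluorescence intensity of OMFP turnover product. Read-out: percent inhibition versus substrate-only and uninhibited controls. Benchmarks: no-enzyme low control, uninhibited high control.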
DNMT1 block = inhibitors of human DNMT1; P26358; DNMT1 molecular beacon, Hinp1I cleavage, fluorescence; inhibition (reported as % activation of signal), % at 10 µM; 0.83% of 360,000 active; AID 588458; in the data active = inhibition above about 50%
SKN-1 block = C. elegans SKN-1 inhibition. C. elegans VP596 Pgst-4::GFP/RFP ratio, acrylamide-induced, 24 h. inhibition, % at 21.8 µM. 0.49% of 360,000 active. AID 624304;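 active = interference check ratio from 0.5 to 1.5 plus GFP to RFP signal ratio inhibition reaching or exceeding a fixed threshold, cut at about 30% in these data, passing the limit was not always enough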; note: some compounds called inactive have numbers as strong as hits
Rpn11 block = inhibitors of human proteasome Rpn11. human 26S proteasome, Ub4-pepOG fluorescence polarization; 20S core pre-blocked with epoxomicin. calls only at 20 µM. 0.59% of 360,000 active;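 active = inhibition at 20 µM, scaled to each plate's controls, above about 33%, limit read from the data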
Target sequence (O00487 whole entry, looked up): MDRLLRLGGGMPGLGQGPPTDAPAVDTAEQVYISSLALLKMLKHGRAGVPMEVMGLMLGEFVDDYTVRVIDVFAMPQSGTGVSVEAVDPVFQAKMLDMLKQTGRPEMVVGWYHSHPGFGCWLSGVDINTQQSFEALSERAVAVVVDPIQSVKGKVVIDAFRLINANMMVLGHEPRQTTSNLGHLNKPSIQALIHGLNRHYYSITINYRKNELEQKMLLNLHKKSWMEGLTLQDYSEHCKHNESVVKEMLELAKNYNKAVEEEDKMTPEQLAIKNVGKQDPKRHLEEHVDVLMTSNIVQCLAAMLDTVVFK
MT1-MMP act inh = inhibitors of human MT1-MMP activation; P50281; GFP/RFP ratio change, % at 20 µM; HT1080 RFP-PRO-GFP cells, GFP/RFP ratio fluorescence, overnight; percent of plate control window, DMSO zero; 0.061% of 360,000 active;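 active = GFP/RFP ratio change of at least 30% with cell ATP level not reduced by more than half and red fluorescence within 50% of control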; note: strong numbers were not always called active
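Assay system – RFP-PRO-GFP reporter HT1080 cells · Compound dosing – single dose of 20 µM compound, 1% DMSO final · Incubation – overnight compound exposure at 37 °C · Measure – GFP/RFP fluorescence ratio · Benchmarks – DMSO wells and RFP-L50D-GFP cells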
CendR NRP1 mod = NRP-1/CendR interaction modulation. O14786. inhibition, % at 25 µM. FAM-RPARPAR peptide binding to NRP-1, fluorescence polarization. 0.85% of 360,000 active;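 active = inhibition or corrected inhibition above about 18%, plus a signal ratio from 0.5 to 1.5, limit read from the data, passing the limit was not always enough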; note: strong numbers were not always called active
STEP inh = blocks human striatal-enriched tyrosine phosphatase; 0.25% of 360,000 active; inhibition, % at 20 µM; AID 588621; P54829; recombinant STEP, OMFP fluorogenic substrate, fluorescence;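 active = inhibition at 20 µM, scaled per plate between control wells, above about 37%, limit read from the data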;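 note: 0% = DMSO with enzyme and substrate and 100% = substrate only without enzyme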
Target sequence (P54829 whole entry, looked up): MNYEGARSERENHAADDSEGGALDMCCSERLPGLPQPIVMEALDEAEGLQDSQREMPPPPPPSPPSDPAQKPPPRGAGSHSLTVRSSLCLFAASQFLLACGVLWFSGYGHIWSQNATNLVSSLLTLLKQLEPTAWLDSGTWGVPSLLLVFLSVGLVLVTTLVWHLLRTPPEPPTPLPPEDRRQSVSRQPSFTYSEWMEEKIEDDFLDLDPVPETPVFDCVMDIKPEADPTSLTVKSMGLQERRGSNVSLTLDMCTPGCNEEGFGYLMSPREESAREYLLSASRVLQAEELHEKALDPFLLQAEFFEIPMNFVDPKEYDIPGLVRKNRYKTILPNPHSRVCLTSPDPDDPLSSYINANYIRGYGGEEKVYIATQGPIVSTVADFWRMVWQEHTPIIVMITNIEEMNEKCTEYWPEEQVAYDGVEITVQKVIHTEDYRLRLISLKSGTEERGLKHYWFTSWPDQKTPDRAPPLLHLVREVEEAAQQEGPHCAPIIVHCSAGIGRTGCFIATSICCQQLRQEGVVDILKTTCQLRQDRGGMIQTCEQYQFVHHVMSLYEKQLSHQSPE
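Assay system: isolated STEP enzyme / Timing: 20 min at room temperature, dark / Doses: 20 µM, 1% DMSO / Technique: fluorescence intensity, excitation 480 nm, emission 540 nm / Reagent: fluorogenic phosphatase substrate OMFP at 25 µM final / Measure: percent inhibition scaled to no-enzyme and uninhibited-enzyme controls, plate-pattern corrected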
* marks the source's active call; other numbers are inactive results; i = inactive; / = no result given.

canonical_smiles	NadD inh	Scp1 inh	SUMO1 PPI mod	LMPTP block	DNMT1 block	SKN-1 block	Rpn11 block	MT1-MMP act inh	CendR NRP1 mod	STEP inh
CC(=C1C(=O)c2ccccc2C1=O)N1CCN(C/C=C/c2ccccc2)CC1	8	-3	-4	-3.6	-11	12	i	-3	-2	4
COc1ccc(CNC(=O)C(c2ccco2)N(C(=O)c2ccccn2)c2ccccc2)cc1 (stereo not drawn)	-1	-8	1	0.2	-2	5	i	2	4	-2
c1ccc(COc2ncnc3c2ncn3CCCNCc2cccs2)cc1	-8	/	10	0.0	3	-23	i	3	5	0
O=S(=O)(NC1CCCCCC1)c1ccc(Br)s1	-1	-2	-1	1.2	2	24	i	-4	-10	1
COc1ccc(NC(=O)N(CCCN(C)C)Cc2cc3cc(OC)ccc3[nH]c2=O)cc1	-5	3	-3	-1.4	2	6	i	-1	-3	1
Cn1c(N)c(C(=O)COC(=O)Cc2ccc(Br)cc2)c(=O)n(C)c1=O	0	5	0	0.9	-2	-5	i	-5	5	-2
COc1cccc(NC(=O)Cn2c(=O)n(CCC(=O)NCc3ccco3)c(=O)c3ccccc32)c1	-5	-6	2	-1.0	1	-3	i	-2	-1	0
Cc1ccc(/C=N/Nc2nnc(Cc3ccccc3)c(=O)[nH]2)o1	-1	-10	-4	0.3	-1	4	i	3	12	1
COc1ccc(CCNC(=O)Cn2c(=O)n(Cc3ccco3)c(=O)c3ccc(Cl)cc32)cc1OC	3	-12	-3	-1.0	2	10	i	1	1	1
O=C(NCCc1ccccc1)C1CCN(S(=O)(=O)c2cccs2)CC1	-3	-5	-1	-0.2	1	7	i	1	-7	3
O=C(Nc1nc(-c2cccc3ccccc23)cs1)c1ccc2c(c1)S(=O)(=O)c1ccccc1C2=O	29	-2	-18	-3.0	6	12	i	-11	3	6
NC(=O)NN=C1CCN2CCCc3cccc1c32	-3	/	-2	-0.9	1	13	i	-2	-12	-2
Fc1ccc(N2N=C(c3cccs3)CC2c2ccco2)c(F)c1 (stereo not drawn)	-4	-14	-4	3.3	-9	13	i	-4	-6	3
CCOc1ccc(NC(=O)CSc2ccc(-c3ccco3)nn2)cc1	-3	0	5	-0.8	2	-2	i	0	-7	-3
Cc1ccc(C(=O)N2CCN(c3cnn(C)c(=O)c3Cl)CC2)cc1	5	2	0	-0.3	1	-4	i	5	3	-1
CCC1S/C(=C(\C#N)C(N)=O)N(c2ccc(F)cc2)C1=O (stereo not drawn)	3	-8	4	0.6	1	30	i	0	7	-1
O=C1CN=C(Nc2ccccc2Cl)N1c1ccccc1	2	-13	-1	-0.6	1	-16	i	-1	1	1
CCOc1ccc(NC(=O)CCN2CCN(S(=O)(=O)c3ccc(OC)cc3)CC2)cc1	7	0	-1	0.1	-2	2	i	7	4	3
COCC(=O)Nc1cc(C)cn(Cc2ccccc2Cl)c1=O	-5	-5	-4	-1.7	-4	12	i	-2	-13	1
O=C(CSc1ccc(Cl)cc1)NCc1ccco1	-10	-8	0	0.1	4	5	i	4	0	-3
CC(C)(C)CC(C)(C)NCC(O)COCCOc1ccc(Br)cc1 (stereo not drawn)	-6	-3	-3	-1.0	-2	4	i	-9	3	2
CCC(=O)N(Cc1ccc(C)cc1)Cc1cc2cc3c(cc2[nH]c1=O)OCO3	0	6	2	0.6	-5	-3	i	1	6	-5
CC(=O)Oc1ccccc1C(=O)C=Cc1cccc([N+](=O)[O-])c1	-2	-16	-20	-1.1	1	0	i	12	11	4
COc1cc(C2OCC3C(c4ccc(OC5OC(CO)C(O)C(O)C5O)c(OC)c4)OCC23)ccc1O (stereo not drawn)	3	-1	8	0.4	3	17	i	7	7	1
Cc1ccc(NC(=O)CC2S/C(=N/N=C/c3c[nH]c4ccccc34)NC2=O)cc1 (stereo not drawn)	9	-8	-2	-0.8	14	-1	i	-4	-3	3

A draw from above in order of SMILES length, falling.
canonical_smiles	NadD inh	Scp1 inh	SUMO1 PPI mod	LMPTP block	DNMT1 block	SKN-1 block	Rpn11 block	MT1-MMP act inh	CendR NRP1 mod	STEP inh
O=C(Nc1nc(-c2cccc3ccccc23)cs1)c1ccc2c(c1)S(=O)(=O)c1ccccc1C2=O	29	-2	-18	-3.0	6	12	i	-11	3	6
COc1cccc(NC(=O)Cn2c(=O)n(CCC(=O)NCc3ccco3)c(=O)c3ccccc32)c1	-5	-6	2	-1.0	1	-3	i	-2	-1	0
COc1ccc(CNC(=O)C(c2ccco2)N(C(=O)c2ccccn2)c2ccccc2)cc1 (stereo not drawn)	-1	-8	1	0.2	-2	5	i	2	4	-2
CCOc1ccc(NC(=O)CCN2CCN(S(=O)(=O)c3ccc(OC)cc3)CC2)cc1	7	0	-1	0.1	-2	2	i	7	4	3
CCC(=O)N(Cc1ccc(C)cc1)Cc1cc2cc3c(cc2[nH]c1=O)OCO3	0	6	2	0.6	-5	-3	i	1	6	-5
CC(=C1C(=O)c2ccccc2C1=O)N1CCN(C/C=C/c2ccccc2)CC1	8	-3	-4	-3.6	-11	12	i	-3	-2	4
Cc1ccc(/C=N/Nc2nnc(Cc3ccccc3)c(=O)[nH]2)o1	-1	-10	-4	0.3	-1	4	i	3	12	1
CCC1S/C(=C(\C#N)C(N)=O)N(c2ccc(F)cc2)C1=O (stereo not drawn)	3	-8	4	0.6	1	30	i	0	7	-1
CC(C)(C)CC(C)(C)NCC(O)COCCOc1ccc(Br)cc1 (stereo not drawn)	-6	-3	-3	-1.0	-2	4	i	-9	3	2
Fc1ccc(N2N=C(c3cccs3)CC2c2ccco2)c(F)c1 (stereo not drawn)	-4	-14	-4	3.3	-9	13	i	-4	-6	3
c1ccc(COc2ncnc3c2ncn3CCCNCc2cccs2)cc1	-8	/	10	0.0	3	-23	i	3	5	0
COCC(=O)Nc1cc(C)cn(Cc2ccccc2Cl)c1=O	-5	-5	-4	-1.7	-4	12	i	-2	-13	1
O=C1CN=C(Nc2ccccc2Cl)N1c1ccccc1	2	-13	-1	-0.6	1	-16	i	-1	1	1
O=S(=O)(NC1CCCCCC1)c1ccc(Br)s1	-1	-2	-1	1.2	2	24	i	-4	-10	1
O=C(CSc1ccc(Cl)cc1)NCc1ccco1	-10	-8	0	0.1	4	5	i	4	0	-3

The listing continues:
canonical_smiles	NadD inh	Scp1 inh	SUMO1 PPI mod	LMPTP block	DNMT1 block	SKN-1 block	Rpn11 block	MT1-MMP act inh	CendR NRP1 mod	STEP inh
N#Cc1ccsc1NC(=O)c1cccc(-n2cnnn2)c1	3	-1	10	3.6	-3	24	/	-1	-114	1
NC(=O)c1nc2c([nH]c1=O)CCCC2	3	/	11	0.3	7	25	i	-1	2	0
O=C(O)C1CCCN1c1nc(Cl)ccc1[N+](=O)[O-] (stereo not drawn)	2	/	-5	0.2	-3	16	i	0	-1	0
COc1ccc(N(C(C)=O)S(=O)(=O)c2cccs2)cc1	3	0	-2	-0.9	-18	21	i	-8	4	0
Cc1cccc(C)c1NC(=O)N1CCCC1C(=O)Nc1ccc(-n2cnnn2)cc1 (stereo not drawn)	-9	-5	2	-1.9	0	-8	i	2	-3	2
C=CCn1c(C)cc(-c2csc(NC)n2)c1C	26	2	-14	14	-4	19	i	-9	-16	3
CCN(CC(=O)Nc1ccccc1OC)C(=O)CSCC(=O)Nc1cccc(C)c1	-1	-11	8	-9.6	-2	0	i	3	-7	2
O=C(c1ccc2c(c1)OCO2)N(CC1CCCO1)C1(C(=O)NC2CCCCC2)CCCCC1 (stereo not drawn)	11	-6	0	-1.2	1	-19	i	-6	2	-5
C=CCn1c(-c2ccncc2)n[nH]c1=S	-8	-1	7	1.4	-1	8	i	0	-7	2
CN(C)C(=O)N1CCN(C(=O)N(C)C)CC1	10	-8	0	-1.8	2	5	i	1	-15	-3
COc1cc(OC)cc(C(=O)Nc2ccc3nc4n(c(=O)c3c2)CCCC4)c1	2	-8	15	4.5	7	7	i	4	-6	-1
CCOc1ccc(C(=O)Nc2cccc(-c3cc4ccccc4oc3=O)c2)cc1[N+](=O)[O-]	36*	93*	-5	1.7	-1	-25	i	-1	-2	9
O=C(CN1CCOCC1)NCCNC(=O)CN1CCOCC1	-2	-6	2	-3.0	2	5	i	4	11	-1
CC1CCCC(C)N1C(=O)Cn1c(SCC(=O)Nc2ccc3c(c2)OCO3)nc2ccccc21 (stereo not drawn)	6	1	-3	1.3	1	11	i	-3	10	0
CCOC(=O)CSc1ncnc2c1cnn2-c1ccccc1	1	-5	-4	-0.4	8	-1	i	5	7	-1
CCN(C[C@H]1N[C@@](CC)(C(=O)OC)[C@H]2C(=O)N(Cc3ccccc3)C(=O)[C@@H]12)C(=O)Nc1ccc(OC)cc1	4	1	7	-0.2	2	3	i	2	-10	-1
Nc1nc(N)c2c(n1)CN(Cc1ccc(Cl)cc1)C2	-2	/	-4	2.3	-5	7	i	3	-25	-1
C=CCC[C@H](Cc1ccc(F)cc1)C(=O)OC[C@H](Cc1c[nH]c2ccccc12)NC(=O)[C@@H](CC=C)CC(=O)NCCO	-18	-14	2	1.5	-9	0	i	-9	1	-1
CCOC(=O)N1CCN(C(=O)CN(C2CCCCC2)S(=O)(=O)c2ccc(Cl)cc2)CC1	1	-2	4	0.0	-2	6	i	-5	-5	2
O=C(NCC1CCCO1)c1ccc2c(=O)n(CC3CCCO3)c(SCC(=O)N3CCCC3)nc2c1 (stereo not drawn)	-8	0	-2	-0.7	5	2	i	3	-2	-3
Cc1onc(-c2c(F)cccc2Cl)c1C(=O)c1ccccc1O	-7	-11	4	3.0	-2	-12	i	2	6	2
Cc1cccc(C(C)C)c1NC(=O)CSc1nncn1C	-4	-6	3	1.0	5	-1	i	4	-9	2

3 compounds from above, sorted by count of non-hydrogen atoms, lowest first.
canonical_smiles	NadD inh	Scp1 inh	SUMO1 PPI mod	LMPTP block	DNMT1 block	SKN-1 block	Rpn11 block	MT1-MMP act inh	CendR NRP1 mod	STEP inh
CN(C)C(=O)N1CCN(C(=O)N(C)C)CC1	10	-8	0	-1.8	2	5	i	1	-15	-3
Nc1nc(N)c2c(n1)CN(Cc1ccc(Cl)cc1)C2	-2	/	-4	2.3	-5	7	i	3	-25	-1
Cc1cccc(C(C)C)c1NC(=O)CSc1nncn1C	-4	-6	3	1.0	5	-1	i	4	-9	2

Source: PubChem
